# Scp1 inh – blocks human Scp-1 phosphatase activity; Q9GZU7; Recombinant Scp1, phosphopeptide, malachite green phosphate absorbance; inhibition, % at 20 µM; 0.88% of 340,000 active; AID 493091;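 active = inhibition above about 50% at 20 µM, limit read from the data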;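 note: plate controls were DMSO wells with enzyme for no effect and wells lacking enzyme for full effect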
#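 Test system: SCP-1 phosphatase catalytic domain, residues 76-261 | Compound dosing: One concentration, 20 µM, with 1.0% DMSO | Schedule: 45 min room-temperature reaction, 5 min colour, 30 min stabiliser | Detection: Absorbance at 630 nm | Read-out basis: % inhibition of SCP-1 phosphate liberation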
# Rpn11 inh – inhibitors of human proteasome Rpn11 | O00487 | human 26S proteasome, Ub4-pepOG fluorescence polarization; 20S core pre-blocked with epoxomicin | calls only at 20 µM | 0.59% of 360,000 active | AID 588493;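 active = inhibition at 20 µM, scaled to each plate's controls, above about 33%, limit read from the data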
# NadD inh – NadD (S. aureus) enzyme inhibition; AID 602399; purified NadD enzyme, colorimetric absorbance read-out; inhibition, % at 20 µM; 0.78% of 360,000 active; in the data active = inhibition above about 26%; note: some compounds past the cut are filed as inactive
# MsrA inhibitor – bovine MsrA inhibition; purified bovine MsrA, absorbance read-out; AID 651718; inhibition, % at 15.5 µM; 0.75% of 360,000 active; in the data active = inhibition above about 4.5%;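 note: 0% = vehicle wells with enzyme and 100% = reference inhibitor wells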
# STEP block – blocks human striatal-enriched tyrosine phosphatase; P54829; recombinant STEP, OMFP fluorogenic substrate, fluorescence; inhibition, % at 20 µM; 0.25% of 360,000 active; AID 588621;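 active = inhibition at 20 µM, scaled per plate between control wells, above about 37%, limit read from the data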;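 note: 0% = DMSO with enzyme and substrate and 100% = substrate only without enzyme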
# Target sequence (P54829 whole entry, looked up): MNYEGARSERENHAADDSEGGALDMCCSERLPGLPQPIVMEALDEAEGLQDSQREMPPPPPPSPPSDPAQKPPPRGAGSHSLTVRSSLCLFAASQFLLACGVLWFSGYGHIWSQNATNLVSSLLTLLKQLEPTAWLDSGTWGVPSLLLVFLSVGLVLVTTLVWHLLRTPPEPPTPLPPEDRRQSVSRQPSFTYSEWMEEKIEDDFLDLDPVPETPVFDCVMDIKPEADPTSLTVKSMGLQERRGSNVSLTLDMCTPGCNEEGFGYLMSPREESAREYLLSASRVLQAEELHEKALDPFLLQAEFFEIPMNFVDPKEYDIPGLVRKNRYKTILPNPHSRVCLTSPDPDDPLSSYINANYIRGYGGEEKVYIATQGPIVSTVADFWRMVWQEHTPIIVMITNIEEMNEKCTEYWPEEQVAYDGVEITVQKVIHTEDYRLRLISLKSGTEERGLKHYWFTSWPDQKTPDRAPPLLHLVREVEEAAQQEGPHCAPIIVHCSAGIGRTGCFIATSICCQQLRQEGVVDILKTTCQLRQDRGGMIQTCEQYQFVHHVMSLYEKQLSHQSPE
#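 Material: STEP (striatal-enriched tyrosine phosphatase) enzyme, cell-free; Compound dosing: 20 µM single dose in 1% DMSO; Technique: fluorescence read at 480 nm ex / 540 nm em; Times: reaction 20 min, ambient temperature; Medium: 50 mM Bis-Tris pH 6.0 with 2.5 mM DTT and 0.005% Tween 20; Also added: OMFP at 25 µM.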
# LMPTP block – LMPTP (human) inhibition | recombinant LMPTP-A, OMFP fluorogenic substrate, fluorescence intensity | inhibition, % at 20 µM | 0.22% of 360,000 active | AID 651560;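 active = compounds that cut the enzyme signal by at least half of the control window in the single-dose screen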;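 note: plate controls were DMSO wells with enzyme plus substrate for no effect and substrate without enzyme for full effect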
#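 Assay system: LMPTP-A phosphatase enzyme | Input: 0.625 nM enzyme | Also added: Fluorogenic phosphatase substrate OMFP at 400 µM final | Compound dosing: One test concentration per compound, 20 µM, with 3% DMSO overall | Schedule: 50 min enzyme reaction at room temperature, protected from light | Signal: Fluorescence intensity | Benchmarks: no-enzyme and uninhibited controls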
# SUMO1-SIM PPI – alters human SUMO1 binding to SIM partners; P63165; SUMO1 binding to a labelled peptide, TR-FRET, 1 h; inhibition, % at 20 µM; 0.33% of 360,000 active; AID 602429; in the data active = inhibition above about 37%
# Target sequence (P63165 whole entry, looked up): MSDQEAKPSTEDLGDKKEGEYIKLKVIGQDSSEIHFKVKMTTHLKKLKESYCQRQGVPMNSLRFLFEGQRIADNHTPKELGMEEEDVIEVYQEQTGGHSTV
# CSN deneddyl inh – inhibitors of human CSN-mediated cullin deneddylation; Q92905; Purified CSN, SCF-Nedd8-OG deneddylation, fluorescence polarization; inhibition, % at 12.5 µM; 0.38% of 360,000 active; AID 651999;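 active = pattern-corrected inhibition above about 35%, with an unprinted fluorescence ratio check between 0.5 and 1.5, limit read from the data, passing the limit was not always enough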;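 note: 0% = enzyme with substrate and 100% = substrate without enzyme; some results filed as inactive read as strong as hits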
# Target sequence (Q92905 whole entry, looked up, one chain of several): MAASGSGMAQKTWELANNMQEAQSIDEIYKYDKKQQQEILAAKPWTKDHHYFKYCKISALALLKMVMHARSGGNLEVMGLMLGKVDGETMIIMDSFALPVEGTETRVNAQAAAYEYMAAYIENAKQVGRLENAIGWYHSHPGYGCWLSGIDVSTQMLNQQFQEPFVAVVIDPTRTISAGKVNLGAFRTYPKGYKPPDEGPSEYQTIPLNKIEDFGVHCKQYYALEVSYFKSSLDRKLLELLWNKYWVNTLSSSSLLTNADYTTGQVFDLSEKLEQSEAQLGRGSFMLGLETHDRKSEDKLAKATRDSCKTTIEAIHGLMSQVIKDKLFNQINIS
#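 Assay system: purified human Csn5 enzyme expressed in HEK293T cells; measure: % inhibition; also added: SCFSkp2-Nedd8OG substrate at 10 nM final; technique: fluorescence polarization; times: reaction 90 min, room temperature; medium: Tris buffer pH 7.5, NaCl, DTT, Tween-20, trehalose, ovalbumin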
# DNMT1 block – inhibitors of human DNMT1 | DNMT1 molecular beacon, Hinp1I cleavage, fluorescence | inhibition (reported as % activation of signal), % at 10 µM | 0.83% of 360,000 active | P26358; in the data active = inhibition above about 50%
# Tb MetRS inh – blocks T. brucei methionyl-tRNA synthetase activity | purified T. brucei MetRS, ATP depletion, Kinase-Glo luminescence | inhibition, % at 11.9 µM | 0.4% of 360,000 active | AID 624268;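 active = inhibition above a per-plate cutoff of the control wells' mean inhibition plus 3 SD, cut at about 5.5% in these data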;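 note: 0% = DMSO wells median and 100% = median of wells with control inhibitor compound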
#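 System: purified T. brucei MetRS enzyme / Detection: Kinase-Glo luciferase luminescence reporting remaining unconsumed ATP / Medium: HEPES buffer with MgCl2, KCl, DTT, spermine, BSA, pyrophosphatase / Replication: singlicate, one well per compound / Evaluation: percent inhibition relative to median high and low control wells / Schedule: 2 h aminoacylation at 25 °C after 15 min preincubation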
# Numbers without * were called inactive; i = inactive; x = no result given; + = active, no number.
# A first look:
SMILES,Scp1 inh,Rpn11 inh,NadD inh,MsrA inhibitor,STEP block,LMPTP block,SUMO1-SIM PPI,CSN deneddyl inh,DNMT1 block,Tb MetRS inh
COCCn1c(SCC(=O)NC(C)c2ccccc2)nc2ccccc21 (centres undefined),-7,i,0,0.4,-2,-0.1,1,-1,-1,0.1
C[C@@H]1COC(=O)CCC/C=C\C[C@@H](CC(=O)N(CCO)Cc2ccccc2)C(=O)N1,-14,i,-2,0.4,1,-0.9,-1,-1,9,1.5
Cc1ccc(S(=O)(=O)Nc2nc3ccccc3nc2NCc2ccco2)cc1,5,i,6,2.0,-3,-0.3,10,-22,6,0.3
COc1ccc(S(=O)(=O)N(CCc2ccccc2)CC(=O)O)cc1OC,-6,i,2,1.5,-1,-1.3,-1,6,1,-0.4
CCN(C(=O)COC(=O)c1ccc2ccccc2n1)c1c(N)n(Cc2ccccc2)c(=O)[nH]c1=O,-6,i,6,0.2,-1,-0.6,-27,2,-3,-0.1
COC(=O)CSc1nnc(-c2ccccc2O)n1-c1ccc(C)cc1,-6,i,0,-0.8,2,-0.2,2,-5,-1,-0.8
CCOc1ccc(/C=C2\SC(=S)N(CCC(=O)N(CCO)c3ccccc3)C2=O)cc1,-5,i,-3,0.7,2,3.8,-23,10,-14,-1.4
Cc1[nH]c2ccccc2c1/C=N/NC(=O)C1CC1(c1ccccc1)c1ccccc1 (centres undefined),0,i,18,2.5,-7,2.6,5,-1,-31,0.7
COc1cc2c(C#CCO)c(-c3ccc(C#N)cc3)oc(=O)c2cc1OC,67*,+,-4,2.1,25,3.7,62*,19,-28,0.2
CC(=O)c1cc2c(cc1NC(=O)C1CN(C(C)=O)c3ccccc3O1)OCO2 (centres undefined),0,i,7,0.9,2,0.2,-9,3,-3,-0.2

# This part in full, from the first entry:
SMILES,Scp1 inh,Rpn11 inh,NadD inh,MsrA inhibitor,STEP block,LMPTP block,SUMO1-SIM PPI,CSN deneddyl inh,DNMT1 block,Tb MetRS inh
COCCn1c(SCC(=O)NC(C)c2ccccc2)nc2ccccc21 (centres undefined),-7,i,0,0.4,-2,-0.1,1,-1,-1,0.1
C[C@@H]1COC(=O)CCC/C=C\C[C@@H](CC(=O)N(CCO)Cc2ccccc2)C(=O)N1,-14,i,-2,0.4,1,-0.9,-1,-1,9,1.5
Cc1ccc(S(=O)(=O)Nc2nc3ccccc3nc2NCc2ccco2)cc1,5,i,6,2.0,-3,-0.3,10,-22,6,0.3
COc1ccc(S(=O)(=O)N(CCc2ccccc2)CC(=O)O)cc1OC,-6,i,2,1.5,-1,-1.3,-1,6,1,-0.4
CCN(C(=O)COC(=O)c1ccc2ccccc2n1)c1c(N)n(Cc2ccccc2)c(=O)[nH]c1=O,-6,i,6,0.2,-1,-0.6,-27,2,-3,-0.1
COC(=O)CSc1nnc(-c2ccccc2O)n1-c1ccc(C)cc1,-6,i,0,-0.8,2,-0.2,2,-5,-1,-0.8
CCOc1ccc(/C=C2\SC(=S)N(CCC(=O)N(CCO)c3ccccc3)C2=O)cc1,-5,i,-3,0.7,2,3.8,-23,10,-14,-1.4
Cc1[nH]c2ccccc2c1/C=N/NC(=O)C1CC1(c1ccccc1)c1ccccc1 (centres undefined),0,i,18,2.5,-7,2.6,5,-1,-31,0.7
COc1cc2c(C#CCO)c(-c3ccc(C#N)cc3)oc(=O)c2cc1OC,67*,+,-4,2.1,25,3.7,62*,19,-28,0.2
CC(=O)c1cc2c(cc1NC(=O)C1CN(C(C)=O)c3ccccc3O1)OCO2 (centres undefined),0,i,7,0.9,2,0.2,-9,3,-3,-0.2
Cc1ccc(C(=O)NCC(=O)OC(C)C(=O)Nc2ccc(N(C)C)cc2)s1 (centres undefined),-1,i,0,-0.1,0,0.3,4,3,1,-0.3
O=C(Nc1ccc(-n2ccc(C(F)(F)F)n2)cc1)Nc1cccc(Cl)c1,x,i,-10,1.8,-2,2.3,1,2,-6,-0.4
COc1ccc(OCc2nc(N)nc(Nc3cccc(C)c3C)n2)cc1,-2,i,4,0.2,-1,-0.7,2,0,4,-0.2
O=C(NCCCCc1ccccc1)c1cccc(NC(=O)c2ccccc2)c1,-8,i,-5,-0.5,-1,1.1,5,-2,-6,0.4
Cc1cc(-c2cc(-c3ccc(Cl)cc3)on2)nc(NCC2CC2)n1,2,i,3,-1.2,-1,1.4,4,-2,9,-0.1
CC(Sc1nnnn1C)C(=O)NC1CCCC1 (centres undefined),0,i,1,-0.4,-1,-1.1,0,4,4,0.1
O=C(CCNS(=O)(=O)c1ccc(F)c(Cl)c1)NCc1ccccc1F,-5,i,3,-0.4,-1,-0.7,1,-3,6,-0.2
CCCOc1ccc(N2C(=O)CC(N3CCC(C(=O)OCC)CC3)C2=O)cc1 (centres undefined),-8,i,-5,-0.1,0,-1.4,0,0,1,-0.2
COc1cccc(COC(=O)Nc2ccccc2)c1OC,x,i,-2,0.4,1,0.1,3,1,-7,-0.6
O=C1NC(CCc2ccccc2)C(=O)N1Cc1ccccc1Cl (centres undefined),-2,i,-6,-0.3,-1,0.4,1,-3,1,-0.1
CCN(CC)CCN(C(=O)c1ccc2c(c1)CCCC2)c1nc2ccc(C)cc2s1,5,i,1,0.5,-1,-1.6,-1,0,-2,-0.4
Cn1c(N)c(C(=O)Nc2ccc(-c3ccccc3)cc2)sc1=S,1,i,-7,0.9,9,2.2,-11,2,-5,0.5
CC1CCN(c2ccc(-c3cccc(NC(=O)C(F)(F)F)c3)nn2)CC1,3,i,4,2.3,4,-0.3,-18,2,1,-0.8
CN(CC(=O)Nc1ccc(F)c(F)c1F)C(=O)CCc1nc2sc3c(c2c(=O)[nH]1)CCCC3,48,+,2,-0.7,6,10,4,22,49,-0.3
Cc1ccccc1-c1nc(-c2cccnc2)no1,-2,i,3,2.3,-1,-0.2,1,4,-3,-0.1
Cc1ccsc1C(=O)N1CC=C(c2ccccc2)CC1,-4,i,0,0.3,-2,-1.3,0,-10,0,-0.4
COc1cccc(/C=N/Nc2ccc(Cl)nn2)c1OC,-23,i,-6,1.4,-3,-3.1,4,3,8,0.3
C[C@H](c1ccccc1)N1C[C@H](COCc2ccccc2)Oc2cc(N3CC[C@@H](N(C)C)C3)ccc2S1(=O)=O,x,x,19,-0.5,x,1.6,-50,-1,x,0.6
COc1ccc(-c2cccc(NS(=O)(=O)c3cc([N+](=O)[O-])ccc3Cl)c2)nn1,3,i,-4,0.9,-1,2.5,-24,-2,5,-0.2
Cc1cc(C(=O)O)c(C)n1Cc1ccncc1,-7,i,1,-0.3,2,-3.2,0,0,0,-0.1
Cc1c(C(=O)Nc2cc(S(=O)(=O)N3CCOCC3)ccc2N2CCOCC2)oc2ccccc12,-8,i,6,1.9,-1,3.0,2,-1,-2,-0.6
CC(C)CN(C(=O)C1CC1)c1c(N)n(Cc2ccccc2)c(=O)[nH]c1=O,-3,i,3,0.4,1,-1.9,0,3,0,-0.7
CCCOc1ccc(Cn2ccnc2)cc1[N+](=O)[O-],-8,i,-5,1.4,-3,1.2,-17,6,-2,0.7
CC1=C(/C=C/C(C)=C/C=C/C(C)=C/C(=O)O)C(C)(C)CCC1,1,i,5,-0.4,-1,-0.9,8,-1,0,-0.4
Cc1ccc(S(=O)(=O)CCc2nnc(NC(=O)c3ccccn3)s2)cc1,-10,i,-6,x,0,-1.0,-2,0,3,-0.3
Cc1cc(NC(=O)CCSc2ccccc2)no1,-5,i,0,-0.1,-4,-2.0,-5,-11,0,0.1
O=C(OCCCC(=O)N1CCOCC1)c1ccccc1,-5,i,-8,0.9,1,-1.8,0,0,1,-0.3
CC(C)CC(C(=O)O)N1C(=O)C2C3C=CC(C2C1=O)C1C(=O)N(C(CC(C)C)C(=O)O)C(=O)C31 (centres undefined),15,i,-1,-0.7,3,-2.0,1,2,10,-0.3
COc1ccc(C(=O)COc2ccc(NC(C)=O)cc2)cc1,-4,i,1,-0.2,-1,-1.1,2,0,-4,0.2
COc1ccc(S(=O)(=O)N2CCCCCC2)cc1N(C)S(=O)(=O)c1ccc(C)cc1,-10,i,-4,1.7,0,1.5,1,0,-2,-1.5
O=C(Nc1ccccc1)O/N=C(\c1ccccc1)c1ccccn1,-8,i,0,-0.7,-2,-1.2,-3,-5,1,-1.2
COc1ccc(OC)c(Nc2nc(C3CC3)nc3c2nnn3Cc2ccccc2)c1,-4,i,-2,-1.3,5,3.8,2,-2,1,-0.1
CCOCCCNC(=O)C(c1ccc(C)cc1)N(Cc1ccc2c(c1)OCO2)C(=O)CNC(C)=O (centres undefined),1,i,1,1.2,-2,-0.9,-1,-4,9,-1.5
Cc1cccc(C(=O)Nc2ncc(CN3CCOCC3)s2)c1,-3,i,-3,-0.3,2,-0.9,3,-6,-2,-0.2
CCOC(=O)C(CC)(CCC(=O)O)c1csc(Nc2ccc(C)cc2)n1 (centres undefined),1,i,-1,0.4,2,1.9,-4,1,-3,0.1
O=C1CC/C=C\C[C@@H](CC(=O)N(CCO)Cc2ccccc2)C(=O)N[C@H](Cc2ccccc2)CO1,-2,i,-2,0.3,1,0.4,1,-4,5,-0.2
S=C(NCCc1ccccc1)NC1CC2CCC(C1)N2Cc1ccccc1 (centres undefined),-4,i,-7,-1.2,12,-0.8,1,1,6,-0.1
Clc1ccc(-c2nnc(-c3ccccc3Cl)o2)cc1,-11,i,-11,-1.1,0,0.7,-5,-1,1,-1.0
Cn1c(Cc2nc(-c3cnccn3)no2)nnc1SCC(=O)Nc1ccccc1,4,i,-5,-1.4,-6,-3.0,-3,-1,1,-0.5
CN1CCN(C(=O)c2cnn3c(C(F)(F)F)cc(-c4cccs4)nc23)CC1,0,i,-5,2.2,1,0.1,-15,-3,-5,0.4
CC1Cc2ccccc2N1C(=O)c1cc2sccc2n1Cc1ccccc1 (centres undefined),-12,i,-3,0.1,1,3.4,-6,-1,2,-0.2
O=C(Cc1c(Cl)cccc1Cl)N1CCN(S(=O)(=O)c2cccs2)CC1,-4,i,0,-1.0,2,1.0,1,4,2,0.1
CC(C)c1ccc(N(CC(=O)NC2CCCCC2)C(=O)CCC(=O)Nc2ccccn2)cc1,-7,i,-2,-1.5,2,0.8,2,0,-2,-0.1
